Keap1 Nrf2 FP: disrupts human Keap1 binding to Nrf2 peptide | Q14145 | inhibition, % at 9.4 µM | Keap1 Kelch-Nrf2 peptide fluorescence polarization, 1536-well | AID 504523 | hit rate 0.15% among 340,000; in the data active = inhibition above about 12%;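 also: human Keap1 Kelch domain with fluorescein labeled Nrf2 9mer peptide probe; 0% = neutral control wells and 100% = peptide positive control; higher means more block of Keap1 binding to Nrf2 peptide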
Target sequence (Q14145 whole entry, looked up, the tested form may be a part): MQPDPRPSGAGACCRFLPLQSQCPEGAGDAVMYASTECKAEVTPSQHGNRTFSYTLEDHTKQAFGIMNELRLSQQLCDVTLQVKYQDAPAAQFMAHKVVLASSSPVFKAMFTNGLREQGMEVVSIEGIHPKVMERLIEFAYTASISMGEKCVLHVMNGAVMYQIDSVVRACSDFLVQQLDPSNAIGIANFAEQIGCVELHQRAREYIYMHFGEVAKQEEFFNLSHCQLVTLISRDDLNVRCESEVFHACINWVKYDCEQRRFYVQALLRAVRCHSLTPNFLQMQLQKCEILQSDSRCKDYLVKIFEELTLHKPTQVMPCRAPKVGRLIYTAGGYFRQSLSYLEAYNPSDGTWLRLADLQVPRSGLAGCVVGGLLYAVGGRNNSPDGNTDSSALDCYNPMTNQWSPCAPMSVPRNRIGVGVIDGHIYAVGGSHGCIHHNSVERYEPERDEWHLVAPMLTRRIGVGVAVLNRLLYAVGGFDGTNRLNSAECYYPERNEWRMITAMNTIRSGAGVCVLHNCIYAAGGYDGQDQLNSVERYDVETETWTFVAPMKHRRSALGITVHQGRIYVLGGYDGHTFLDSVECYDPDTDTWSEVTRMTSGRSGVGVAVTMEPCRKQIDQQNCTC
OPRM1-OPRD1 ag: OPRM1-OPRD1 heterodimerization agonism | P35372+P41143 | cells, luminescence | activation, % at 9.3 µM | hit rate 0.3% among 340,000; in the data active = activation above about 18%;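 also: 0% = vehicle-treated cells and 100% = reference agonist; values of inactives mirror those of a sister screen read the other way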
LANA DNA inh: inhibitors of KSHV LANA C-terminal domain DNA binding; inhibition, % at 9 µM; hit rate 0.078% among 340,000; MBP-C-LANA/FAM-LBS DNA binding, fluorescence polarization; AID 504423;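 active = highest replicate inhibition at or above 60% at 9 µM, even if other replicates fall short; inactive = all replicates below 60% inhibition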;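 also: 0% = neutral control wells and 100% = 4 µM acridine orange control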
V-ATPase pH: regulators of yeast V-ATPase proton transport. AID 504577. S. cerevisiae, pHLuorin cytosolic pH fluorescence. hit rate 0.37% among 350,000. response, % at 10 µM; in the data active = response mostly above about 7.3%, no sharp cut-off; inactive = mostly below about 5.4%; also: actives read high; inactives centre near 0; some compounds called inactive have numbers as strong as hits; reference of the scale not given here
Cardiac RTF inh: cardiac RTF calcium desensitization; hit rate 0.12% among 340,000; inhibition, % at 7.15 µM; IANBD-labeled cardiac RTF, Ca2+ fluorescence;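 active = inhibition above the mean inhibition of all tested compounds plus 3 SD, cut at about 17% in these data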;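 also: assay run at fixed EC70 calcium of 1.6 mM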
cardiac RTF act: increases calcium sensitivity of human cardiac regulated thin filaments; P19429+P45379; IANBD-labeled TnC RTF fluorescence at EC20 calcium; 0% EC20 calcium, 100% full calcium; hit rate 0.24% among 340,000; AID 493008; activation, % at 7.2 µM;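 active = activation above the mean over all tested compounds plus 3 SD, cut at about 30% in these data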;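 also: rise in fluorescence read as greater calcium sensitivity of cardiac thin filaments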
OPRM1-OPRD1 inv: mu-delta opioid heterodimer inverse agonism. hit rate 0.21% among 340,000. P35372+P41143. AID 504357. cell-based MOR-DOR heterodimer luminescence. inhibition, % at 9.3 µM; in the data active = inhibition above about 22%, passing the limit was not always enough;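 also: 0% = cells with DMSO and 100% = wells without cells with DMSO; values of inactives mirror those of a sister screen read the other way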
CAL-PDZ inh HTS: CAL PDZ (human) peptide binding inhibition. Q9HD26. purified CAL PDZ, TMR-peptide fluorescence polarization, 1 h. hit rate 0.92% among 300,000. inhibition, % at 24.9 µM;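 active = mean inhibition of at least 30% with at least half of replicates also reaching 30%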;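 also: 0% = DMSO neutral control and 100% = excess unlabeled competitor peptide PRC23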
HTR5A ag ctr: activates human HTR5A in OPRM1-OPRD1 agonist counter-screen; HTR5A agonist assay, luminescence, cell-based; activation, % at 9.3 µM; hit rate 0.61% among 340,000; AID 504692; in the data active = activation mostly above about 9.5%, no sharp cut-off; inactive = mostly below about 7.6%;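 also: 0% = cells with vehicle only and 100% = reference agonist; strong numbers were not always called active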
Target sequence (P47898 whole entry, looked up): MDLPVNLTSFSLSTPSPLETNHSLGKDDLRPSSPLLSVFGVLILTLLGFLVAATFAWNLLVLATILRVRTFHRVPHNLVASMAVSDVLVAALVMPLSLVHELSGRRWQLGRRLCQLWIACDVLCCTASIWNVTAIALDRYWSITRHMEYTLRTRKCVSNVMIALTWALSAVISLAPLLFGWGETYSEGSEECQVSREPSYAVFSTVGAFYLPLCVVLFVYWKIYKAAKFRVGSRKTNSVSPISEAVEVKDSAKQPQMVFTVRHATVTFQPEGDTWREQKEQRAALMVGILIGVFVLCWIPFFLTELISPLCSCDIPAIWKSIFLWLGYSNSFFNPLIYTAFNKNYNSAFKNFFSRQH
HTR5A inv ctr: inverse agonist of human HTR5A in OPRM1-OPRD1 counter-screen; P47898; HTR5A cell line, luminescence, inverse agonism; inhibition, % at 9.3 µM; hit rate 0.083% among 340,000; AID 504634; in the data active = inhibition mostly above about 23%, no sharp cut-off; inactive = mostly below about 18%;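 also: 0% = cells with DMSO and 100% = no-cell wells with DMSO; some compounds called inactive have numbers as strong as hits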
Numbers without * were called inactive; / = no result given.

SMILES	Keap1 Nrf2 FP	OPRM1-OPRD1 ag	LANA DNA inh	V-ATPase pH	Cardiac RTF inh	cardiac RTF act	OPRM1-OPRD1 inv	CAL-PDZ inh HTS	HTR5A ag ctr	HTR5A inv ctr
CN(C/C(O)=C(\C#N)c1ccccc1)C1CCCCC1	-4	-1.4	-1.7	3	2	4	6	0	3	-14
Cc1ccc(S(=O)(=O)N/N=C/C(C)(C)CO)cc1	-10	-1.7	2.1	3	-11	3	8	-3	-3	7
c1cnc2c(c1)ncc1cscc12	1	-0.8	2.1	9	1	0	4	-4	-1	3
CCOc1ccccc1N1CC(C(=O)NCCOc2ccccc2OC)CC1=O (configuration not stated)	2	-2.9	0.3	4	-12	-5	16	-5	7	-8
COc1cc(C(=O)COC(=O)C2CCCCC2)cc(OC)c1OC	4	-1.0	0.0	0	0	-7	5	-4	3	-11
CCOC(=O)N1C/C(=C\c2ccccc2)C(=O)/C(=C/c2ccccc2)C1	-11	-3.9	1.9	-1	-1	-4	17	/	2	-7
CC1(C)NC(=O)N(CC(O)COC2CCCCC2)C1=O (configuration not stated)	2	-2.1	-0.3	4	-6	0	12	1	-1	-9
CC(C)n1nc(C(=O)OCC(=O)c2c[nH]c3ccccc23)c2ccccc2c1=O	-4	3.0	-0.1	-8	-6	0	-17	/	10*	-32
Cc1cc(C)c(NC(=O)CN(C)C(=O)c2ccc(OCc3ccccc3)cc2)c(C)c1	-1	-1.7	0.3	1	2	1	7	-1	0	1
COc1ccc2c(c1)OC[C@H]1[C@H]2N2C(=O)c3ccccc3NC(=O)[C@@]2(C)[C@H]1c1ccccc1	-3	0.1	1.0	7	-13	10	0	-7	-5	-33
O=C(NC(=O)N1CCCCC1)c1ccccc1	-3	-2.0	-0.5	0	8	5	10	-1	-3	-7
NC(=O)CC(NC(=O)Cc1cccc2ccccc12)c1ccc(NCc2ccc(F)c(F)c2)c([N+](=O)[O-])c1 (configuration not stated)	-9	0.4	-2.9	0	-18	4	-2	1	1	5
Cc1cc(C)cc(C(=O)N(C)C2CCCN(Cc3ccccc3F)C2)c1 (configuration not stated)	1	-1.6	0.8	4	1	0	8	-3	-4	12
O=C(CCc1nc(-c2ccc(Cl)cc2)no1)NCc1ccccc1CN1CCOCC1	1	1.1	1.8	-1	-5	-1	-5	-4	0	-1
O=C(CSc1nnnn1-c1ccc2c(c1)OCCO2)Nc1nc2c(s1)CCCC2	0	0.5	-1.3	-1	6	-1	-3	-2	-3	8
O=C(COc1ccccc1)NCCn1ccc2ccccc21	3	-0.3	-1.7	4	-1	5	2	-3	-3	-6
Cn1c(=O)c2c(nc(SCCN3CCOCC3)n2Cc2ccccc2)n(C)c1=O	-2	-3.7	0.6	-3	-7	-2	15	-7	-1	3
COc1cc(CCC(=O)NCCc2ccc(F)cc2)cc(OC)c1OC	0	-2.4	0.9	-2	-2	-1	13	9	-1	-15
COc1ccnc(Oc2ccc(C)cc2)c1C#N	5	-1.8	1.4	2	8	-5	10	-1	3	-14
O=C(O)c1cscn1	2	1.4	-0.3	0	-7	9	-8	1	-3	-5
CCN(CC)S(=O)(=O)c1cccc(-c2nnc(SCCCC(=O)c3ccc(F)cc3)o2)c1	1	0.8	-0.2	-3	-4	-5	-4	-7	-2	6
N=C1CCCN1CC(=O)c1ccc(Br)cc1	-2	-0.8	0.8	-3	-8	-1	4	0	7	-3
O=C(NC1CCCCC1)c1ccc(CS(=O)Cc2ccc(Cl)cc2)o1 (configuration not stated)	-5	-3.2	0.6	2	-4	-6	17	/	2	9
CCOC(=O)c1cnn(-c2ccc([N+](=O)[O-])cc2)c1N	-2	-2.8	-2.1	0	-4	1	14	60*	2	3
COc1ccc(C(=O)c2c3ccc([N+](=O)[O-])cc3[n+]([O-])n2CCCN)cc1	-5	16	-1.2	-4	-7	3	-94	-2	0	-1
COc1ccc2oc(C(=O)N3CCc4ccccc43)c(C)c2c1	-2	1.4	1.7	-1	-5	1	-7	-8	-1	-1
Cc1nnc2ccc(-c3cccc(NC(=O)Cc4cccs4)c3)nn12	-2	-2.6	-0.6	1	-12	0	13	3	-3	-21
CC1N(O)C(C)(C)C(c2ccccc2)=[N+]1[O-] (configuration not stated)	-1	-1.9	0.1	6	1	-3	11	-4	4	-33
NC(=O)CN1CCN(CCN2C(=O)c3cccc4cccc(c34)C2=O)CC1	0	-5.1	-3.4	-1	0	-3	26	-2	2	11
CCN(CC)S(=O)(=O)c1ccc(C(=O)NNC(=O)C2CCN(S(=O)(=O)c3ccc(Cl)cc3)CC2)cc1	-1	-3.3	0.3	-1	13	-7	18	-2	-2	-18

Part of the list above, with values under each structure:
The line under a structure holds: Keap1 Nrf2 FP | OPRM1-OPRD1 ag | LANA DNA inh | V-ATPase pH | Cardiac RTF inh | cardiac RTF act | OPRM1-OPRD1 inv | CAL-PDZ inh HTS | HTR5A ag ctr | HTR5A inv ctr
- Cc1nnc2ccc(-c3cccc(NC(=O)Cc4cccs4)c3)nn12
  -2 | -2.6 | -0.6 | 1 | -12 | 0 | 13 | 3 | -3 | -21
- O=C(COc1ccccc1)NCCn1ccc2ccccc21
  3 | -0.3 | -1.7 | 4 | -1 | 5 | 2 | -3 | -3 | -6

The results go on.
SMILES	Keap1 Nrf2 FP	OPRM1-OPRD1 ag	LANA DNA inh	V-ATPase pH	Cardiac RTF inh	cardiac RTF act	OPRM1-OPRD1 inv	CAL-PDZ inh HTS	HTR5A ag ctr	HTR5A inv ctr
CN(Cc1ccccc1)C(=O)c1cccc(NC(=O)Cc2cccc([N+](=O)[O-])c2)c1	1	0.0	-0.9	-4	-6	-1	0	-3	5	-15
O=C(NCc1ccc(F)cc1)c1cc2ccccn2n1	-3	-1.4	0.2	2	-1	-4	8	-3	4	-13
C=CCn1c(SCC(=O)Nc2cc(C)c(Cl)cc2OC)nnc1-c1ccco1	0	-2.5	0.8	4	-5	1	11	-2	3	-9
Cc1cc(=O)c2ccc3ccccc3c2[nH]1	1	-1.5	0.8	0	-11	-2	9	-2	5	7
O=C(Nc1nc(-c2cccs2)cs1)c1ccc(Cl)cc1	0	1.9	0.2	-5	4	5	-12	-7	7	-13
C[n+]1cnc(-c2ccccc2)cc1-c1ccccc1	1	-2.4	-1.4	3	-12	6	13	0	0	-22
COc1ccc2nc(Nc3nc(CSc4ccc(C)cc4)cc(=O)[nH]3)nc(C)c2c1	-1	-2.6	-0.8	-2	-3	2	14	1	2	-6
CC(C)(C)C(=O)OCCNc1nc(-c2ccccc2)nc2ccccc12	2	5.7	0.2	-3	0	-7	-31	/	5	-8
COc1cccc2cc(C(=O)N3CCN(c4ccc(C)cc4C)CC3)c(=O)oc12	-12	-1.1	0.4	-3	-5	0	7	-4	6	13
C=CC(=O)Nc1ccc(Nc2ccnc(Nc3ccc(N4CCN(C)CC4)cc3)n2)cc1	-5	2.0	-12	5	1	-4	-11	-1	-4	10
Cn1nnnc1SCCNCC#Cc1ccccc1	-2	-1.7	-0.5	-1	-3	3	9	/	7	-29
C/C(=N\NC(=O)c1cccs1)c1ccc2ccccc2c1	3	3.0	0.1	0	6	-2	-14	-5	-6	22
O=C(Cc1ccc(Br)cc1)NCCc1ccc(F)cc1	0	0.0	4.8	-1	-9	-4	0	/	-2	-19
COc1ccc(OC)c(C2Nc3c(Cl)ccc(C(=O)O)c3C3C=CCC32)c1 (configuration not stated)	0	-2.2	1.5	-5	-2	-1	13	-4	-1	3
OCC1(CC2CCCCO2)CCN(C/C=C/c2ccccc2)CC1 (configuration not stated)	-2	-1.4	-1.1	0	-8	0	8	3	3	-8
COc1cccc(CC2(CO)CCCN(Cc3cc(F)ccc3-n3cccn3)C2)c1 (configuration not stated)	0	-3.3	0.9	-3	10	2	16	3	-17	-18
c1ccc(-c2nnc(N3CCN(c4ccccn4)CC3)c3ccccc23)cc1	-6	-0.1	19	0	8	-2	1	/	0	-1
C#CCn1c(CCNC(=O)c2ccco2)nc2ccccc21	-5	-1.4	0.5	-7	0	-2	7	4	-1	6
O=C(Cc1ccc(F)cc1)Nc1nccs1	-4	-4.1	-0.1	-1	-2	2	21	/	2	12
CC1CN(S(=O)(=O)c2cccs2)CC(C)O1 (configuration not stated)	0	-2.5	-1.0	-5	-2	-5	14	-2	6	-10
COc1ccc(C(=O)N/C(=C/c2ccco2)C(=O)N2CCCCCC2)cc1	-9	-2.3	1.5	1	4	-1	12	-3	1	1
COc1ccc(-c2nn(-c3ccccc3)cc2C(=O)Nc2nccs2)cc1OC	-2	-1.2	-0.3	2	-26	-8	7	-9	-4	-6
O=C(c1cccs1)N1CCN=C1SCc1ccc(Cl)cc1	-1	0.6	-0.8	-2	-6	5	-3	-1	0	0
CCOC(=O)/C(C#N)=C/C1=C(N2CCOCC2)CC(C)(C)OC1	-2	-1.9	0.2	-2	-7	-1	10	4	-2	7
Brc1ccc(/C=N/Nc2ncnc3c2cnn3Cc2ccccc2)cc1	1	-1.9	0.3	0	-3	4	11	4	-1	2
CCn1nc(C)c(CNC(=O)CC2C(=O)NCCN2Cc2ccc(C)o2)c1C (configuration not stated)	-6	-0.6	-0.7	-2	-8	-5	4	-5	3	-4
CCC1(C)Cc2c(sc3c2c(=O)n(-c2ccccc2)c(=O)n3C)CO1 (configuration not stated)	-2	-2.2	-0.8	3	-8	0	13	-3	1	-16
O=C(COC(=O)CCCc1nc2ccccc2s1)NC(=O)NCc1ccco1	1	1.3	0.0	-6	-5	1	-7	/	5	-14
COc1ccccc1C(=O)Nc1ccc(C(=O)O)cc1	6	2.3	0.0	-7	2	-5	-13	7	1	-6
CCSC1=C(C#N)C(c2ccccc2Cl)C(C(=O)c2cccs2)C(O)(C(F)(F)F)N1 (configuration not stated)	2	-1.7	0.4	2	0	2	11	-1	4	13
CCOC(=O)C(=O)Nc1ccccc1C(N)=O	-14	-1.1	0.5	1	-8	2	6	-1	0	1
CC(=O)Cn1c(CN2CCN(C(=O)c3ccco3)CC2)nc2c1c(=O)n(C)c(=O)n2C	-1	-3.0	0.3	-2	-3	0	16	-1	1	-4
Cc1nc(Cl)sc1C(=O)Nc1ccc(Cl)cc1	-4	0.5	-0.8	1	2	-6	-3	-3	2	4
O=C(NC(Cc1c[nH]c2ccccc12)C(=O)Nc1ccc(F)cc1)c1cccs1 (configuration not stated)	3	-0.3	1.4	-3	1	4	2	-7	-4	14
COc1ccc(-n2c(N)c(C(=O)NCc3ccco3)sc2=S)cc1	-4	-2.7	-0.5	-3	-5	-5	16	7	5	-23
CC(C)(C)[C@@H]1COC(=O)[C@H](Cc2ccc(F)cc2)CC/C=C\C[C@@H](CC(=O)NCCO)C(=O)N1	-2	-3.1	-1.0	1	-9	-3	15	-5	0	-1
O=C(C1CCC1)N1CCc2cc(S(=O)(=O)Nc3ccc4c(c3)OCCO4)ccc21	-1	0.1	0.6	-1	-1	-3	-1	0	-1	7
O=C(Nc1cc(Br)ccc1O)C1CC(c2c(F)cccc2Cl)=NO1 (configuration not stated)	-5	9.7	4.5	-1	-7	1	-48	-1	3	-13
O=C(N/N=C/c1ccccc1C(=O)O)c1ccc(COc2cccc3cccnc23)cc1	-3	-0.7	-1.3	2	4	0	3	6	-1	3
CCC(C(=O)NCCN1CCOCC1)n1nc(C)n2c(cc3sccc32)c1=O (configuration not stated)	2	-1.6	-0.2	-2	-5	-2	9	4	-2	3
CCCCSC1(SCCCC)N=C(N)C2(C#N)C(c3ccccc3)NC(C)=CC12C#N (configuration not stated)	0	-3.5	2.7	-1	-1	-2	15	-1	-2	5

Screening results (PubChem)
